# Compound activity deposited in PubChem BioAssay by several laboratories.
# Glyco luc inh – N-linked glycosylation inhibition | 0.23% of 360,000 active | reporter increase, % at 12.5 µM | D54 ERlucT glycosylation luciferase reporter, 24 h; percent of 100 nM tunicamycin response | AID 588692;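 active means mean luciferase reporter signal, scaled so untreated is 0 and the glycosylation-blocking control 100, at or above a set limit in every replicate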;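 further: luciferase carries N-glycosylation sites so blocking glycosylation raises the light; 0% = median of neutral control wells and 100% = median of 100 nM tunicamycin wells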
# m5-HT2A agonist – activates the mouse 5-HT2A serotonin receptor. P35363. 0.66% of 360,000 active. CHO-K1 mHTR2A beta-arrestin complementation, luminescence; percent of 30 µM serotonin response. activation, % at 7.6 µM;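 active means activation above a run cutoff, the mean activation of all tested compounds plus 3 SD, cut at about 14% in these data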;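 further: 0% = plate median of compound wells and 100% = 30 µM serotonin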
# Target sequence (P35363 whole entry, looked up): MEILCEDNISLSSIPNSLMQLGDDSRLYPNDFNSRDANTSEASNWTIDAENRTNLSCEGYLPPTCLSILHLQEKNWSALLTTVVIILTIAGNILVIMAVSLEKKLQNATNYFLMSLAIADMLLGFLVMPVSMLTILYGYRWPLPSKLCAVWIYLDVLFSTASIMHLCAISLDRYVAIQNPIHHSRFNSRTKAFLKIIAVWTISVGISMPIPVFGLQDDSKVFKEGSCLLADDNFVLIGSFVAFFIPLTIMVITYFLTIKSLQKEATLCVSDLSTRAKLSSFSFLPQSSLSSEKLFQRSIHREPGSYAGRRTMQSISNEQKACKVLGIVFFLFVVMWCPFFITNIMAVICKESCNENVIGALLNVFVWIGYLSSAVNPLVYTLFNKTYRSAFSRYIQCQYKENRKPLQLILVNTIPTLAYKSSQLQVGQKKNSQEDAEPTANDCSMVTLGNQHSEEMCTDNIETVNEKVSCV
# Exocytosis inh – lytic granule exocytosis inhibition; TALL-104 LAMP-1 surface exposure, flow cytometry; cells stimulated with thapsigargin and PMA; 0.66% of 360,000 active; inhibition, % at 10 µM;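 active means inhibition above about 55%, limit read from the data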
# PDI inh – blocks human protein disulfide isomerase activity | PDI insulin aggregation turbidity, A650, 90 min | 0.052% of 350,000 active | P07237 | inhibition, % at 10 µM;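 active means mean inhibition across replicates of 30% or more, whatever share of single replicates reach that level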;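 further: absorbance from insulin aggregation driven by PDI reduction with DTT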
# Target sequence (P07237 whole entry, looked up): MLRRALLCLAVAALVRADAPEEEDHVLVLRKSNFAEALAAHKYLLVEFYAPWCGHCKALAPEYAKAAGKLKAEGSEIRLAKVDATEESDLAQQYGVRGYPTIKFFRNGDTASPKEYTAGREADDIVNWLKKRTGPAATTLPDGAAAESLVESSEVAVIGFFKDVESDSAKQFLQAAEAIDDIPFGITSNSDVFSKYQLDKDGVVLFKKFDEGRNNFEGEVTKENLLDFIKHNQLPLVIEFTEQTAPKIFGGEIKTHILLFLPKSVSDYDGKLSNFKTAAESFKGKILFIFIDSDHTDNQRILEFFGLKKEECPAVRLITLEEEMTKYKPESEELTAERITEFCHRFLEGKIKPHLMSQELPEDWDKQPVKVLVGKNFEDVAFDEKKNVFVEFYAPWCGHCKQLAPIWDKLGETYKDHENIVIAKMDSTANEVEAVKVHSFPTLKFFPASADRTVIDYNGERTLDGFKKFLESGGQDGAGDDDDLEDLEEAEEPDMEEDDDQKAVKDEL
# CaV13 ICDI inh – Primary screen for inhibitors of IQ motif and Ca2+-dependent inactivation inhibitor domain binding in CACNA1D, Förster resonance energy transfer in living cells, … | 0.098% of 340,000 active | HEK cells, CFP/YFP FRET ICDI-IQ, plate reader, 10 min; percent FRET-ratio fall versus neutral wells | inhibition, % at 12.3 µM;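 active means mean replicate inhibition of at least 30% and at least 1% of replicates passing that level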;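 further: 0% = median of the neutral control wells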
# ABCB6 inh MLPCN – human ABCB6 transporter inhibition; AID 602162; fluorescence ratio to DMSO, % at 10 µM; 0.19% of 360,000 active; K562-ABCB6 porphyrin accumulation, flow cytometry, 1 h; active compounds read low; Q9NP58;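 active means fluorescence ratio to DMSO below 75%, the collection mean minus 3 SD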;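 further: signal is porphyrin accumulated inside mitochondria; 100% equals median channel fluorescence of DMSO control wells; lower ratio means ABCB6 inhibition with less porphyrin fluorescence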
# Vif imaging – blocks HIV Vif function; 0.35% of 340,000 active; AID 602346; inhibition, % at 7.49 µM; HEK293T cells, Vif self-association by quenched fluorescence, imaging, 24 h; in the data active means inhibition above about 50%, passing the limit was not always enough; further: some results filed as inactive read as strong as hits
# aDG glyco up – alpha-DG glycosylation activation. Pro5-aDG cells, alpha-DG glycosylation AlphaScreen (IIH6); 0% Pro5, 100% B10-LARGE cell signal. activation, % at 10 µM. 0.22% of 360,000 active. AID 624168;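 active means activation of at least 8% versus controls, or a plate z-score of at least 8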;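 further: Pro5 are CHO cells carrying HIG-tagged alpha-DG that lacks glycosylation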
# H9c2 protect – protects H9c2 cardiomyocytes from peroxide injury; H2O2 injury protection, ATPLite, 2 h; protection from H2O2 cell death, % at 20 µM; 0.63% of 360,000 active;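 active means compounds giving at least 50% protection of heart cells from peroxide-induced death in the single-dose screen, raw or plate-pattern-corrected value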;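 further: 0% = DMSO wells with peroxide and 100% = DMSO wells without peroxide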
# hiPSC survival – hiPSC single-cell survival enhancement; ATPlite luminescence; 100% = ROCK inhibitor wells, 0% = DMSO; survival enhancement, % at 20 µM; 0.044% of 360,000 active; AID 602274; in the data active means survival enhancement above about 18%;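 further: cells exposed to compounds for 16 hours before the ATP read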
# An asterisk follows results filed as active; . = no result given.
# The opening 12 compounds, to show the layout:
SMILES,Glyco luc inh,m5-HT2A agonist,Exocytosis inh,PDI inh,CaV13 ICDI inh,ABCB6 inh MLPCN,Vif imaging,aDG glyco up,H9c2 protect,hiPSC survival
O=C(O)CCn1c(SCCOc2ccccc2)nc2ccccc21,0,-2,1,4,-21,102,6,0.0,8,0.0
CC1(C)CC(=O)C2=C(C1)N(Cc1cccnc1)C(=O)C2(NC(=O)c1ccc(F)cc1)C(F)(F)F (stereo not given),0,4,-1,16,-6,91,4,0.1,-3,1.9
O=c1cc(N2CCCCC2)c(-c2ccccc2)nn1Cc1c(Cl)cccc1Cl,-2,5,4,2,0,94,-8,-0.6,-12,1.8
Cc1cc(C)c(C(=O)CN2C(=O)NC3(CCCCCC3)C2=O)cc1C,3,-7,0,10,-5,96,9,0.4,0,-1.2
c1csc(CNc2nc(-c3cccs3)nc3ccccc23)c1,6,-7,0,4,-1,102,-1,0.2,0,-0.9
Cc1cc2ncn(C(=O)c3c(-c4ccccc4Cl)noc3C)c2cc1C,1,-3,-1,1,-5,88,-5,0.0,4,-0.4
Cc1nc(C)c(C(=O)C2=C(O)C(=O)N(CCN3CCOCC3)C2c2cccs2)s1 (stereo not given),1,-4,-2,3,.,96,12,-0.2,3,-4.2
CC(C)n1c(-c2cccnc2)nc2cnccc21,-6,0,2,-3,-5,88,.,0.1,14,-0.9
Cc1cccc(NC(=O)COC(=O)c2ccc([N+](=O)[O-])o2)c1C,1,1,-2,8,2,95,0,0.1,19,-0.2
CC(C)(C)OC(=O)N(Cc1ccccc1)Cc1ccc(OCc2cccc(NC(=O)c3ccccc3)c2)cc1,-7,-3,-9,-3,-8,93,0,0.0,3,-1.4
COc1ccc(NC(=O)c2cccc(S(=O)(=O)N3CCc4ccccc43)c2)c(OC)c1,1,-2,6,-2,-5,100,-2,-0.2,-2,0.0
CC1CC(C)CN(C(=O)C2CC(=O)N(c3ccc(F)cc3)C2)C1 (stereo not given),1,7,-13,-4,-3,96,4,0.1,2,-0.5

# Main list, repeating the preview:
SMILES,Glyco luc inh,m5-HT2A agonist,Exocytosis inh,PDI inh,CaV13 ICDI inh,ABCB6 inh MLPCN,Vif imaging,aDG glyco up,H9c2 protect,hiPSC survival
O=C(O)CCn1c(SCCOc2ccccc2)nc2ccccc21,0,-2,1,4,-21,102,6,0.0,8,0.0
CC1(C)CC(=O)C2=C(C1)N(Cc1cccnc1)C(=O)C2(NC(=O)c1ccc(F)cc1)C(F)(F)F (stereo not given),0,4,-1,16,-6,91,4,0.1,-3,1.9
O=c1cc(N2CCCCC2)c(-c2ccccc2)nn1Cc1c(Cl)cccc1Cl,-2,5,4,2,0,94,-8,-0.6,-12,1.8
Cc1cc(C)c(C(=O)CN2C(=O)NC3(CCCCCC3)C2=O)cc1C,3,-7,0,10,-5,96,9,0.4,0,-1.2
c1csc(CNc2nc(-c3cccs3)nc3ccccc23)c1,6,-7,0,4,-1,102,-1,0.2,0,-0.9
Cc1cc2ncn(C(=O)c3c(-c4ccccc4Cl)noc3C)c2cc1C,1,-3,-1,1,-5,88,-5,0.0,4,-0.4
Cc1nc(C)c(C(=O)C2=C(O)C(=O)N(CCN3CCOCC3)C2c2cccs2)s1 (stereo not given),1,-4,-2,3,.,96,12,-0.2,3,-4.2
CC(C)n1c(-c2cccnc2)nc2cnccc21,-6,0,2,-3,-5,88,.,0.1,14,-0.9
Cc1cccc(NC(=O)COC(=O)c2ccc([N+](=O)[O-])o2)c1C,1,1,-2,8,2,95,0,0.1,19,-0.2
CC(C)(C)OC(=O)N(Cc1ccccc1)Cc1ccc(OCc2cccc(NC(=O)c3ccccc3)c2)cc1,-7,-3,-9,-3,-8,93,0,0.0,3,-1.4
COc1ccc(NC(=O)c2cccc(S(=O)(=O)N3CCc4ccccc43)c2)c(OC)c1,1,-2,6,-2,-5,100,-2,-0.2,-2,0.0
CC1CC(C)CN(C(=O)C2CC(=O)N(c3ccc(F)cc3)C2)C1 (stereo not given),1,7,-13,-4,-3,96,4,0.1,2,-0.5
O=C(O)Cn1c(SCCOc2ccccc2)nc2ccccc21,-1,-10,-1,-6,-8,100,-5,-0.1,19,-1.8
N#Cc1nc(-c2cccs2)oc1NCCc1ccccc1,6,-6,-1,8,-2,97,.,0.2,-19,0.3
O=C(c1cc(Cl)c(=O)n(Cc2ccc(Cl)cc2)c1)N1CCOCC1,0,-1,1,-3,-5,94,2,-0.1,2,2.7
Cc1ccc(OCc2ccccc2C)c([N+](=O)[O-])n1,-1,5,-7,4,-5,101,26,0.0,-1,0.1
CC(C)c1ccc2oc(=O)cc(CN3CCOCC3)c2c1,-4,-1,3,1,-5,96,5,0.0,0,0.2
CCOC(=O)CNC(=O)CSc1nnc(-c2c[nH]c3ccccc23)n1CC,0,-2,-3,9,-5,104,-2,0.1,2,0.3
Cc1ccc(-c2csc(NC(=S)NC(=O)/C=C/c3ccco3)n2)cc1,15,-1,4,5,-5,112,19,-0.5,-14,-1.0
NC(COCc1ccccc1)c1csc(Nc2ccccn2)n1 (stereo not given),0,1,-2,-4,-4,101,5,0.1,0,-0.9
COc1ccc(NC(=S)N/N=C2\CC(C)(C)Oc3ccc(O)cc32)cc1,-1,-3,1,5,-4,112,-2,-0.2,-5,-1.5
COc1cc(-c2cnc3c(NC=O)cc(-c4cccnc4)cn23)cc(OC)c1OC,17,6,-3,7,-4,89,0,0.2,76*,-3.1
Cc1nc(-c2ccccc2)nn1-c1ccc([N+](=O)[O-])cc1,0,4,-14,-4,-19,100,8,0.0,7,-0.2
Cc1ccc(C)c(/C=N/n2cc(-c3ccccc3)[nH]c2=S)c1,3,0,4,-1,-20,96,5,0.7,-18,0.0
C/C(N)=C(/C#N)C(=O)COC(=O)CC12CC3CC(CC(C3)C1)C2,-5,-1,-3,11,.,94,.,-0.1,-16,-2.4
Cc1cc(C)n(-c2ncnc3sc(C)c(C)c23)n1,-2,4,4,6,-5,99,3,0.0,-1,-1.9
CCc1nnc(NS(=O)(=O)c2ccc(NC(=O)c3ccc([N+](=O)[O-])s3)cc2)s1,0,0,-7,-2,-5,97,7,-0.1,0,-2.6
COc1ccccc1/C=C/C(=O)NCC(=O)N=Nc1c(O)[nH]c2ccccc12,1,-9,-5,-1,-7,97,-15,0.5,4,-0.4
COc1cccc(NC(=O)CN(C)S(=O)(=O)c2ccc(C)cc2)c1,-1,0,-2,-3,.,110,.,0.0,-2,0.4
O=C(O)c1cccc(NC(=O)c2ccc(CN3C(=O)c4ccccc4C3=O)cc2)c1,-2,3,-7,2,-5,98,-3,-0.2,-3,-0.7
O=C(NC1CCN(C(=O)Nc2cccc(Cl)c2)CC1)C1CCCCC1,0,4,0,3,-2,89,3,0.1,4,-0.4
O=c1cc(Cn2nnc(-c3ccc(Cl)cc3)n2)nc2sccn12,-4,2,0,-6,-5,92,6,-0.2,-1,1.2
Cn1c(=O)c2sccc2n2c(CCCC(=O)NCc3ccc(F)cc3)nnc12,4,-2,4,7,-4,97,2,0.0,5,0.0
O=C(CCc1c[nH]c2ccccc12)NCCOc1ccccc1,1,2,8,11,-5,92,-2,-0.2,-2,-0.4
COc1cc(NC(=O)CN2c3ccccc3CC2C)cc(OC)c1OC (stereo not given),7,2,4,-1,-4,97,-8,0.1,5,-2.7
Cc1cc(C(=O)COC(=O)c2cccs2)c(C)n1-c1c(C)n(C)n(-c2ccccc2)c1=O,1,2,-2,-6,-4,105,7,0.2,0,4.0
CCN(CC)CC(=O)N1c2ccccc2Sc2ccc(Cl)cc21,-1,-11,1,-3,-4,100,1,-0.2,6,-1.1
COCCN(CCOC)C(=S)Nc1ccccc1,-1,4,-1,-5,4,98,-6,0.2,2,0.1
CC(=O)N1C=CN(C(C)=O)C(c2cn(C)c3ccccc23)C1c1cn(C)c2ccccc12 (stereo not given),-2,-1,0,-2,.,85,26,1.3,-30,-1.7
CCOc1ccc(N2C(=O)CSC23CCCCC3)cc1,-1,-4,-4,-5,0,92,7,0.0,2,0.4
CS(=O)(=O)NCCNC(=O)c1cc(OCC(F)(F)F)ccc1OCC(F)(F)F,0,-2,-4,13,-3,100,1,-0.4,10,-1.0
CC(=O)c1ccc(S(=O)(=O)N(C)CCCC(=O)N2CCN(c3ncccn3)CC2)cc1,1,-5,7,12,-2,95,19,0.0,-6,0.0
O=C(Cc1ccccn1)c1ccc(O)cc1O,0,7,-11,-1,-4,99,13,0.0,0,0.1
COc1ccc(/C=C2\N=C(C)OC2=O)cc1OC(C)=O,3,5,6,-15,-2,98,0,0.0,10,-0.2
CC(C)Cn1c(N)c(C(=O)COC(=O)c2c(O)c(Cl)cc(Cl)c2Cl)c(=O)n(C)c1=O,1,9,-1,-2,-4,100,-16,0.1,-16,-0.9
CCn1nc(NS(=O)(=O)c2ccccc2)c2cc3ccc(C)cc3nc21,-1,0,0,-1,-8,99,12,-0.1,0,-0.7
Cc1ccc(NC(=O)c2cnn(-c3ccccc3)c2C)c(C)c1,-4,-6,2,-3,-5,101,-3,0.0,-9,0.7
COc1ccc(CN2C(=O)CCC2(C)C(=O)NCc2cccnc2)c(OC)c1 (stereo not given),-1,-1,-1,-1,-6,101,-1,0.0,8,-1.3
CC1CCc2c(sc(NC(=O)CCc3nc4ccccc4c(=O)[nH]3)c2C#N)C1 (stereo not given),-3,-1,5,-7,-5,92,3,0.0,30,-0.3
Cc1cc(-c2ccccc2)c(C#N)c(SCC(N)=O)n1,-3,-5,-1,2,-2,99,6,0.1,10,3.7
COc1cc(C2NC(=S)NC(C)=C2C(=O)Nc2ccc(C)cc2)ccc1O (stereo not given),0,-1,-5,4,8,87,11,0.4,-9,-2.3
O=C(N=Nc1c(O)[nH]c2ccccc12)Nc1ccccc1,-8,5,2,9,-3,102,-8,-0.1,5,0.1
Cc1cc2c(=O)n(Cc3ccco3)c(SCC(=O)N3CCCc4ccccc43)nc2s1,-5,-5,1,-3,-9,88,-2,-0.2,17,-1.6
CCOc1cc2[nH]c(=S)n(Cc3ccc(C(=O)NCCCOC)cc3)c(=O)c2cc1OCC,-5,0,24,1,-22,93,-10,-0.1,-4,-0.1
COc1ccc(C(=O)/C=C/c2ccc(OC)c(COc3ccccc3F)c2)cc1,2,-1,-5,9,-4,103,6,0.2,0,-0.1
N#CC1=C2SCN(c3ccccc3)CN2C(=O)CC1c1cccs1 (stereo not given),2,3,2,-7,-4,96,-6,-0.2,3,0.9
CCN(C(=O)COc1ncnc2ccccc12)C1CCCCC1,1,5,-15,-4,-7,98,14,0.5,0,1.3

# Random draw from the library (roughly 3.1% active in at least one column).
